MITF inh = blocks human microphthalmia-associated transcription factor. O75030. AlphaScreen MITF homodimerization, bead proximity signal. inhibition, % at 2.6 µM. 0.91% of 650,000 active; in the data active = inhibition above about 50%;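 also: 0% = vehicle wells with protein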
Target sequence (O75030 whole entry, looked up): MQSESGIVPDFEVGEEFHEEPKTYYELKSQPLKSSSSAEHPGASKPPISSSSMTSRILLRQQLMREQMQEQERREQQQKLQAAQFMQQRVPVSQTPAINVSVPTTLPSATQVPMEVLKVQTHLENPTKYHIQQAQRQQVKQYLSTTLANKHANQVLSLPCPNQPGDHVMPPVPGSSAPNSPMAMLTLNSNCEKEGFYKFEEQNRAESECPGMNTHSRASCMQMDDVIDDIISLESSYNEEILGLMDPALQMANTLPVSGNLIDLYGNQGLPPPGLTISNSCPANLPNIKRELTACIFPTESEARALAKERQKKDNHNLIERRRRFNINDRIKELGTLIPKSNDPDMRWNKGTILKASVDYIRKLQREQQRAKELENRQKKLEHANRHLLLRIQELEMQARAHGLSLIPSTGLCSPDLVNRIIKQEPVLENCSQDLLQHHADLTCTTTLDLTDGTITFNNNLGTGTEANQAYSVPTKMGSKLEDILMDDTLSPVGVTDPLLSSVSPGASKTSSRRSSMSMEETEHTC
GPR151 activ = human GPR151 activation. Q8TDV0. PathHunter beta-arrestin GPR151 cells, luminescence. activation, % at 11.2 µM. 1% of 650,000 active. AID 1508602; in the data active = activation above about 4.9%;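 also: 0% = median of compound wells and 100% = cells with positive control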
Target sequence (Q8TDV0 whole entry, looked up): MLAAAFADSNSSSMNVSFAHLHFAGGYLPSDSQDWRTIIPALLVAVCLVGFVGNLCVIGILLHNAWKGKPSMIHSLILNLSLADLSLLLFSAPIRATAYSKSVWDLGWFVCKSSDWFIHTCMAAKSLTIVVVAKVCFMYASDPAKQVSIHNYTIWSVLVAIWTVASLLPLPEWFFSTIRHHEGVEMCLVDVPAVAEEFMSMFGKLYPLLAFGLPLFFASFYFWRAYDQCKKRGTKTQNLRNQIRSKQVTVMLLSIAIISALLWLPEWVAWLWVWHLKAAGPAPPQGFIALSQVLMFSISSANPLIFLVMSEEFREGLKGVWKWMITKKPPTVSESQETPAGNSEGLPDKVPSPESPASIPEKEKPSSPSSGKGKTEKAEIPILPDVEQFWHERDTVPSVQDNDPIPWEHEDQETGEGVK
TEAD-YAP inh = TEAD-YAP interaction inhibition. AID 1259422. inhibition, % at 9.12 µM. 1.4% of 640,000 active. HEK-TIYL cells, TEAD-Gal4/YAP UAS-luciferase luminescence; in the data active = inhibition above about 32%;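 also: 0% = median of test compound wells and 100% = reference inhibitor wells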
FBW7 activator = activators of human E3 ligase FBW7 | Q969H0 | AlphaScreen FBW7–phospho-cyclin E peptide binding, activator screen | normalized activity (activation), % at 26.1 µM | 0.13% of 650,000 active | AID 1259310; in the data active = normalized activity above about 1.9%;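 also: purified mutant Fbw7 with reduced substrate affinity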
An asterisk follows results filed as active; · = no result given. An unsorted share of the library. About 3.5% of those tested had a hit in this group.

Compound	TEAD-YAP inh	MITF inh	FBW7 activator	GPR151 activ
O=C(Nc1ccc(OCc2ccccc2)cc1)N1CCOCC1	-18.0	18.6	0.0	-1.9
Cc1cccc(NC(=O)COc2cccc(C)c2C)n1	-32.5	-6.0	0.0	-0.2
CC1CC(CC(C)C(=O)NC(=S)Nc2ccc(S(N)(=O)=O)cc2)C(=O)O1 (stereo not given)	3.0	14.6	-0.1	1.1
O=C1/C(=C\c2ccco2)CC2CC1C/C(=C/c1ccco1)C2=O	0.5	51.8*	-0.1	-1.7
CC(C)(CNC(=O)c1ccc(S(=O)(=O)NCc2ccco2)cc1)N1CCOCC1	-7.3	-23.4	0.0	1.4
CCCN1C(=O)c2ccc(C(=O)Nc3cccc(O)c3)cc2C1=O	18.4	6.1	0.4	-0.8
CCc1ccccc1NC(=O)c1cc2cc(OC)ccc2oc1=O	-7.5	1.9	0.0	0.7
CC1CCCN(c2nc3c(c(=O)[nH]c(=O)n3C)n2Cc2ccccc2)C1 (stereo not given)	1.5	10.2	-0.2	0.3
Cn1nc(C(=O)Nc2ccc(Cl)cc2)c2c1-c1ccccc1OC2	-30.1	2.4	0.1	2.4
CC1CCc2c(sc3ncn(C4CCN(C(=O)c5n[nH]c6c5CCC6)CC4)c(=O)c23)C1 (stereo not given)	-3.9	11.0	-0.1	2.6
O=C(COc1ccccc1F)Nc1ccc(Cl)cc1	-19.5	-1.4	0.0	1.8
CCOC(=O)C1CCN(C(C(=O)Nc2c(C)cccc2C)c2ccccc2)CC1 (stereo not given)	5.5	-2.3	0.0	1.7
CCOC(=O)c1cnn(-c2cccc(C)c2C)c1N	-13.2	10.1	0.0	-0.4
CCNC(=O)c1cc2sccc2n1Cc1ccccc1	6.1	-5.0	0.0	-0.4
CCC1CCCCN1C(=O)c1n[nH]c(=O)c2ccccc12 (stereo not given)	2.2	-4.9	-0.1	0.2
COc1ccc(/C=C2\SC(c3ccc(C)cc3)=NC2=O)cc1OC	-2.1	-2.4	-0.2	0.9
O=c1[nH]c(COc2ccccc2)nc2c1nnn2Cc1ccccc1	8.5	-9.4	-0.1	-0.2
CCn1c(C(=O)O)c(CC(=O)Nc2ccc(F)cc2Cl)c2ccccc21	2.4	-7.5	-0.2	-0.7
Cc1cc(C)cc(OCC(=O)Nc2cc(Cl)ccc2C(=O)O)c1	8.5	10.4	0.9	-1.0
NC(=O)c1ccc(-c2cccs2)s1	-5.7	59.3*	-0.1	-0.1
CN1CCN(C(=O)c2ccc(-c3nc(NCc4cccc(C(F)(F)F)c4)c4ncn(C5CCCCC5)c4n3)cc2)CC1	6.3	-0.6	0.0	5.0*
Cc1ccc(NC(=O)/C(=C\c2ccc([N+](=O)[O-])cc2)NC(=O)c2ccccc2Br)cc1	-7.2	-20.5	0.0	-0.4
Cn1c(Nc2nc(Nc3ccc4c(c3)OCO4)c3ncn(-c4ccsc4)c3n2)nc2ccccc21	-19.0	12.4	0.5	-0.9
C=CCn1c(SCC(=O)N2CCC(C(=O)OC)CC2)nc2sc(CC)cc2c1=O	5.9	-4.9	0.1	2.6
CN(CCCC1CCCC1)C(=O)CC1C(=O)NCCN1Cc1cccc(F)c1F (stereo not given)	-9.9	-4.9	-0.1	0.0
O=C(CNC(=O)c1ccc(Cl)cc1)N/N=C/c1ccc([N+](=O)[O-])c(O)c1	4.7	-4.4	0.7	-0.1
CN(CCCCCC(=O)/C=N/O)Cc1ccccc1	2.7	2.9	0.3	-1.3
CCCNc1nc(Nc2cnccn2)nc2nc[nH]c12	24.9	2.6	0.1	1.4
CCOC(=O)Nc1ccc2c(c1)N(C(=O)CN1CCN(C)CC1)c1ccccc1CC2	-4.3	3.6	0.0	0.6
COc1ccc(C(=O)N/N=C/c2cc(Br)ccc2F)cc1	-36.4	10.5	0.1	1.1
Cc1ccc2nc3c(cc(C(=O)NCc4ccccc4)c(=N)n3C3CCCCC3)c(=O)n2c1	-5.2	5.5	0.1	0.0
Cc1cccc(OC(=O)NC(=O)CCBr)c1	-2.6	-10.2	0.0	2.2
COC(=O)C1=C(C(=O)OC)[C@@H]2N(C)c3ccc(OC)cc3[C@@]23C[C@@H](C(=O)OC)N(C(=O)c2ccc(Br)cc2)C3=N1	·	4.5	0.0	-1.9
CC(=O)C1=C(O)C(=O)N(Cc2ccco2)C1c1ccccc1F (stereo not given)	4.2	11.2	-0.1	0.9
C[C@H](Cn1nnc2ccccc21)NC(=O)Cc1n[nH]c(=O)c2ccccc12	7.0	-9.4	0.0	-0.9
NC(=O)c1ccccc1NC(=S)NC(=O)c1cccc(Br)c1	-28.3	9.9	-0.1	-1.1
CC(=O)Nc1ccc(Nc2ncnc3nc(Nc4ccccn4)[nH]c23)cc1	5.2	-6.0	0.0	-1.4
O=C(c1ccc2ncsc2c1)N(CCN1CCOCC1)c1nc2c(Cl)cccc2s1	-36.2	-1.5	-0.1	0.1
O=C(NCCCc1ccccc1)C1CCN(S(=O)(=O)c2cccc3cnccc23)CC1	8.8	1.9	-0.1	4.4
CCOC(=O)c1c(N2C(N)=C(C#N)C(c3ccc(Br)cc3)C3=C2CC(C)(C)CC3=O)sc2c1CCCC2 (stereo not given)	4.2	-1.6	-0.1	-1.0
CC(=O)N1CCC(=O)Nc2ccccc21	-7.8	4.3	0.0	1.7
Cc1cc(C)nc(NC(N)=NC2CCCCCC2)n1	26.2	2.9	-0.3	0.0
COc1ccccc1C1CN(CCNC(=O)c2cn3ccsc3n2)Cc2ccccc2O1 (stereo not given)	3.6	4.9	0.1	3.9
O=C(O)CC1(CC(=O)N2CCC3(CC2)OCc2cc(-c4ccco4)ccc2O3)CCCC1	-2.8	-24.7	-0.4	0.4
CSc1cccc(N2C(=O)c3nccnc3C2=O)c1	6.7	0.0	0.0	-0.8
C=CCOC(=O)C1=C(C)NC(SCC(=O)NCc2ccccc2)=C(C#N)C1c1ccc(Cl)cc1 (stereo not given)	-3.8	6.6	0.1	0.7
Cc1ccc(-c2c(N3CCN(Cc4ccccc4)CC3)c(=O)c2=O)cc1	4.2	-11.9	0.3	3.7
COc1ccc(-n2nc3c(c2NC(C)=O)CS(=O)(=O)C3)cc1	4.3	-4.9	-0.1	-1.2
O=C(Cc1cn(-c2ccc(NCCCN3CCCC3=O)nn2)c2ccccc12)NC1CCN(Cc2ccccc2)CC1	2.9	5.0	-0.1	-0.9
Cc1ccc(C(=O)CSc2nc(N)cc(=O)[nH]2)cc1C	-5.9	-10.3	0.0	5.9*
Cc1ccc(Cc2c(C)nc3c(C(=O)NCCCN(C)C)cnn3c2C)cc1	-0.9	3.8	0.1	1.2
CC1CC(C)(C)NC(=S)N1CCCC(=O)Nc1ccc(F)cc1 (stereo not given)	-4.6	13.8	0.7	-0.4
COc1ccc(NCC(O)Cn2c(C)c(C)c3ccccc32)cc1 (stereo not given)	0.0	19.7	-0.5	0.8
O=C1NN(c2ccccc2)C(=O)/C1=C/c1ccc(OCCCOc2ccccc2)cc1	-1.1	0.7	0.2	-1.3
Cc1cccc(NC(=O)c2cc(S(=O)(=O)Nc3ccc(C(=O)O)cc3)ccc2Cl)c1	-6.1	6.0	0.1	-2.6
CCn1ncc(C2=NOC(C(=O)O)C2)c1C (stereo not given)	3.3	9.9	0.0	0.2
Cc1ccc(-c2csc(NC(=O)c3cc(-c4cccs4)nc4ccccc34)n2)o1	12.9	6.9	-0.1	0.3
c1ccc(C2Nc3ccccc3-n3cccc32)nc1 (stereo not given)	-5.0	-21.2	0.9	-1.2
CCc1ccccc1N(CC(=O)NC1CCCCC1)C(=O)CNC(=O)c1cccs1	7.0	7.6	0.1	0.3
Cc1ccc(NC(=O)c2ccc(=O)oc2)cc1C	5.5	2.6	0.1	1.5

New compounds follow
Compound	TEAD-YAP inh	MITF inh	FBW7 activator	GPR151 activ
COc1ccc(Cl)cc1NC(=O)c1cc(C)on1	-0.9	2.5	0.0	-0.1
Nc1ccccc1-c1nnn(CC(=O)Nc2cccc(C(F)(F)F)c2)n1	13.0	-10.7	-0.2	0.1
Nc1ccc2c(c1)C(=O)N(CCCCN1C(=O)c3ccc(N)cc3C1=O)C2=O	-2.9	-10.1	0.6	-1.3
Cn1c(C2CCCCN2)nc2ccccc21 (stereo not given)	9.3	11.8	0.9	4.0
COc1ccc(C(=O)NC(=S)Nc2ccc(C(C)=O)cc2)cc1OC	0.7	13.5	0.0	2.1
COc1ccc(C)cc1NC(=O)C(C)N(c1cc(C)cc(C)c1)S(C)(=O)=O (stereo not given)	-1.7	-10.6	0.2	0.9
CCOc1ccc2nc(SCc3c(Cl)cccc3[N+](=O)[O-])sc2c1	8.7	10.4	-0.1	-0.8
CC(=O)c1ccc(NC(=O)NNC(=O)c2ccc3c(c2)OCO3)cc1	-10.9	-13.3	-0.2	-0.7
COc1ccc(-n2nc(C(=O)Nc3ccc(F)cc3F)c3ccccc3c2=O)cc1	12.1	14.7	0.4	1.2
COc1ccc(OC)c(/C=C2\C(=O)N(c3ccccc3)N=C2C)c1	13.6	12.7	-0.1	-0.4
CC(C)C1=CC23CCC4C(C)(C(=O)O)CCCC4(C)C2CC1C1C(=O)N(c2cccc(O)c2)C(=O)C13 (stereo not given)	4.3	8.9	0.2	0.1
C=CCOc1ccc(/C=C2/NC(=S)NC2=O)cc1Br	6.2	8.6	0.4	-0.4
Cc1cc(Cl)ccc1OCC(=O)N1CCc2nnc(CNC(=O)C3CC3)n2CC1	-4.4	-8.8	-0.2	-0.5
C/C(N)=C(/C#N)C(=O)COC(=O)CCc1nc2ccccc2c(=O)n1-c1ccc(C)cc1	-0.1	14.9	0.0	-1.4
CCN1C2=C(C(=O)CCC2)C(c2cc(Cl)c(O)c(OC)c2)C2=C1CCCC2=O	6.0	19.0	-0.1	2.1
CC(=O)c1cccc(NC(=O)Nc2cc(C)cc(C)n2)c1	-13.3	1.1	-0.2	0.2
COc1ccc(S(=O)(=O)N2CCC(N3CCN(c4ccccc4F)CC3)CC2)cc1	9.0	52.0*	0.1	0.4
CN(C)C(=O)CSc1nnc(-c2cccs2)n1C1CCCCC1	-5.1	-1.0	-0.2	0.9
O=C(CSc1nc2ccccc2n1CC(=O)NCc1ccccc1)NCc1ccco1	1.9	-2.2	0.0	-1.3
COc1ccc(OCc2cc(C(=O)N3CCCC3)no2)c(Cl)c1	-50.0	6.7	0.3	-0.8
CCOC(=O)C1=C(O)C(=O)N(c2ccccc2)C1c1ccccc1 (stereo not given)	12.9	4.4	0.2	0.5
CCN(CC)S(=O)(=O)c1nc2nc(C)c(C)c(C)n2n1	1.6	7.6	0.2	-0.6
Cc1ccc(N2CC(NC(=O)Nc3ccccc3C(N)=O)CC2=O)cc1 (stereo not given)	-5.1	6.1	-0.2	0.2
COc1ccc(CN2C[C@@H](n3cnnn3)C[C@H]2C(=O)NC2CCCCCC2)c(C)c1C	10.5	-2.4	0.1	0.7
O=C(c1cc(-c2ccc(F)cc2)c[nH]1)N1CCN(C(=O)c2ccco2)CC1	-7.9	5.0	0.0	0.0
O=C(NC1CC1)c1ccc2c(c1)NC(=O)C(CS(=O)(=O)Cc1c(F)cccc1Cl)N2 (stereo not given)	14.1	-15.7	0.0	-0.7
CCCCOc1ccc(-c2nnc(-c3ccc(-c4ccc(OC)cc4)cc3)o2)cc1	2.9	5.4	0.0	0.5
Cc1nc2n(c(=O)c1I)CC(=O)N2	-6.6	-9.3	0.0	0.9
O=C(NNC(=O)c1cccc(Cl)c1Cl)c1ccncc1	-1.1	2.8	0.0	3.2
CCOC(=O)c1c(Cl)cc(C)nc1Cl	11.1	3.4	0.0	1.0
COc1ccc(-c2noc(CC(=O)N(C)c3ccc(OC)cc3OC)n2)cc1	-5.2	-2.4	0.0	1.3
CCOC(=O)C1=C(C)NC(C)=C(C(=O)OCC)C1C(=O)O	4.8	8.8	-0.1	0.6
O=C(Nc1ccc(Br)cc1F)c1cc(S(=O)(=O)N2CCCCC2)ccc1F	-1.3	6.4	-0.1	0.2
CCCOc1ccc(/C=c2\sc3nc(=O)c(-c4ccccc4)nn3c2=O)cc1	-0.9	-4.5	0.3	-1.5
COC(=O)c1sc2nc(CN3CCC(C(=O)OC)CC3)[nH]c(=O)c2c1C	-2.3	4.1	0.2	1.2

Source: PubChem
